BAZ2B block = qHTS Assay for Inhibitors of BAZ2B; AID 504333, 2011; Potency, µM (highest dose often 114 µM), for the others: top-dose activity change, negative = inhibition, usual class: inhibitors; 360,000 compounds, 4.4% hits; AlphaScreen BAZ2B-H3K14Ac peptide displacement; also: % is scaled to controls: 0 for no effect and ±100 for the full control effect; nearly all actives have a fitted effect of over 60% in size
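Complex of BAZ2B and biotin-H3K14Ac (50 nM apiece) forms over 30 min at RT, then faces library compounds up to 110 uM for another 30 min; AlphaScreen beads added, 20 min dark incubation, luminescence read.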
BLM helicase inh = qHTS Assay for Inhibitors of Bloom's syndrome helicase (BLM); recombinant BLM DNA unwinding, fluorescence dequenching; Potency, µM (doses to about 56.1 µM), for the others: at the top dose activity change, negative = inhibition, usual class: inhibitors; 350,000 compounds, 0.2% hits; AID 2528, 2010;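 also: plate controls were vehicle for no effect and no enzyme for full effect; nearly all actives have a fitted effect of over 35% in size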
HP1b chromo inh = HTS for Inhibitors of HP1-beta Chromodomain Interactions with Methylated Histone Tails; 390,000 compounds, 0.56% hits; Potency, µM (series often up to 114 µM), inactives show at the highest dose activity change, negative = inhibition, actives largely listed as inhibitors; AlphaScreen HP1-beta / biotin-H3K9me3 peptide binding; also: nearly all actives have a fitted effect of over 70% in size; inactives centre near 23
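Compound inhibition of the preformed complex between 50 nM HP1-beta and 50 nM biotinylated H3K9me3 peptide was read by AlphaScreen. Buffer was PBS pH 7.4 with 0.01% Tween-20. Incubations ran 30 min at room temperature, with 10 ug/mL donor/acceptor beads.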
POLI inh = qHTS for Inhibitors of Polymerase Iota. 390,000 compounds, 1% hits. Pol iota fluorescent replication assay, 10 min. Potency, µM (top dose mostly 115 µM), for the others: top-dose activity, negative = inhibition, usual class: inhibitors. DNA polymerase iota (Homo sapiens), Q9UNA4
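Fluorescent replication assay read twice, at 0 min and 10 min after adding 50 nM (final) substrate. Enzyme (10 nM) and compounds were first incubated 15 min at room temperature; enzyme-free buffer wells were negative controls.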
Pin1 inh = qHTS Assay to Find Inhibitors of Pin1; Peptidyl-prolyl cis-trans isomerase NIMA-interacting 1 (Homo sapiens), Q13526; Pin1 FP peptide displacement, HiFluor488, 10 min; Potency, µM (titrated, usually from 115 µM), without a hit: at the top dose activity, negative = inhibition, actives largely listed as inhibitors; 390,000 compounds, 0.009% hits; AID 504891, 2011; active = well fitted inhibition curve with a large enough effect in the polarisation, with a control signal flat, not every such curve was filed as active; inconclusive = small, poorly fitted or top-dose-only effect, or effect the other way, or a change in a side signal; inactive = no such curve, though single readings can be large or run the other way; the % refers to the polarisation; also: % is scaled to controls: 0 for no effect and ±100 for the full control effect
JMJD2A Tudor inh = qHTS Assay for Inhibitors of JMJD2A-Tudor Domain; AlphaScreen JMJD2A-Tudor / H3K4me3 peptide binding; Potency, µM (series often up to 114 µM), inactives show at the highest dose activity change, negative = inhibition, usual class: inhibitors; 390,000 compounds, 4.4% hits; also: % is scaled to controls: 0 for no effect and ±100 for the full control effect; nearly all actives have a fitted effect of over 50% in size
Target sequence (O75164 whole entry, looked up, the tested form may be a part): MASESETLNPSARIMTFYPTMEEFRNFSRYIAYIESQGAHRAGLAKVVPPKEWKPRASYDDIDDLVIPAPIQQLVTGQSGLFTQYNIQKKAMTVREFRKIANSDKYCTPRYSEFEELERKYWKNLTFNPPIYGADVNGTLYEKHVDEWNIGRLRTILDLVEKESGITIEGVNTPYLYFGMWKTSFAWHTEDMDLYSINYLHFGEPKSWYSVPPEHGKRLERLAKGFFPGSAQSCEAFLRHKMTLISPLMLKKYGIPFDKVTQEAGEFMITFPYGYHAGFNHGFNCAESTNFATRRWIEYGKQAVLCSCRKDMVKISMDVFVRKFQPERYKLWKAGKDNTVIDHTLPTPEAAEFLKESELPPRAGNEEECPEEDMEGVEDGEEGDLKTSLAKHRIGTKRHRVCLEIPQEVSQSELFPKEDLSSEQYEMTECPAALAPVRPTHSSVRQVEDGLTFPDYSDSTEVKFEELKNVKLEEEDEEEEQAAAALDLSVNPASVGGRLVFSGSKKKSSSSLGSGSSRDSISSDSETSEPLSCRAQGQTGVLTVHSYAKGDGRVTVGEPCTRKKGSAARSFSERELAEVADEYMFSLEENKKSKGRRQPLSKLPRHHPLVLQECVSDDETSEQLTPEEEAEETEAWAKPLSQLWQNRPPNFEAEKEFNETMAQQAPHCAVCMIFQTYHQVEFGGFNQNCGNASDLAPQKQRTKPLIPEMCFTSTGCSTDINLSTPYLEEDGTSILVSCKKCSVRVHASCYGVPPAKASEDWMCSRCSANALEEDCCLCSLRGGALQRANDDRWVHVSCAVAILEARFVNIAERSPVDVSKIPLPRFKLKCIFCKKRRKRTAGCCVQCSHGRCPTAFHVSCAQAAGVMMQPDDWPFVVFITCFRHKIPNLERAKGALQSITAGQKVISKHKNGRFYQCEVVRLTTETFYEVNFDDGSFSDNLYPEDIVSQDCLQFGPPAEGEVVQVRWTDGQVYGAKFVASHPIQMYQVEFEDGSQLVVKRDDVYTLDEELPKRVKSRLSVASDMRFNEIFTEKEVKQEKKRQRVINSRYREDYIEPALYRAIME
G9a block = qHTS Assay for Inhibitors of Histone Lysine Methyltransferase G9a; Histone-lysine N-methyltransferase EHMT2 (Homo sapiens), Q96KQ7; G9a H3K9 monomethylation, AlphaScreen, 2 h; Potency, µM (series often up to 102 µM), inactives show top-dose activity, negative = inhibition, actives largely listed as inhibitors; 350,000 compounds, 8.8% hits; AID 504332, 2011; also: % is scaled to controls: 0 for no effect and ±100 for the full control effect; nearly all actives have a fitted effect of over 75% in size
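Quantitative HTS format: methyltransferase activity on a biotin-tagged H3K9 peptide is measured by AlphaScreen, using a rabbit anti-monomethyl-H3K9 antibody with streptavidin donor and anti-IgG acceptor beads. Final levels are 20 nM enzyme, 500 nM peptide, 20 uM SAM; 2 h RT.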
GLS inh = qHTS for Inhibitors of Glutaminase (GLS). GLS enzymatic activity, qHTS titration. Potency, µM (series often up to 45.5 µM), inactives show at the highest dose activity change, negative = inhibition, hits mostly inhibitors. 410,000 compounds, 0.21% hits. AID 624170, 2012; also: % is scaled to controls: 0 for no effect and ±100 for the full control effect
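hKGA; 45 mM KH2PO4 pH 8.2 + 0.02% Tween-20; cpd via pin tool; 1 mM Gln soln; GluOx/HRP/Amplex Red; RT 30 min; fluor. t0 & final.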
PGK inhibitor = qHTS Assay to Find Inhibitors of Phosphoglycerate Kinase; Phosphoglycerate kinase, glycosomal (Trypanosoma brucei brucei), P07378; PGK/GAPDH coupled, Kinase-Glo luminescence, 60 min; Potency, µM (series often up to 57.5 µM), for inactives: at the highest dose activity change, negative = inhibition, actives largely listed as inhibitors; 380,000 compounds, 0.043% hits; AID 602233, 2012; also: % is scaled to controls: 0 for no effect and ±100 for the full control effect; nearly all actives have a fitted effect of over 60% in size
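Recombinant glycosomal PGK reaction used 1,3-bisphosphoglycerate generated in-well by GAPDH (100nM final) in 100mM TEA pH 7.6, 5mM MgCl2, 0.01% Tween-20. After 60 minutes at room temperature, ATP was read by Kinase-Glo Plus luminescence end-point.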
The depositor's hits bear a star; i = inactive; ? = inconclusive; / = not tested or not shown; [ ] = another dose, or the depositor's remark. Unless noted, calls follow the shape of the dose curve; as a rule, active = well fitted curve in the direction sought with a large enough effect; inconclusive = small, poorly fitted or top-dose-only effect, or another doubt; inactive = no such curve, though single readings can be large; an effect the other way counts as inactive or inconclusive. Potency is read from the fitted curve at half-maximal effect. Only part of the results is shown; the hit share may differ from the screen's.

SMILES	BAZ2B block	BLM helicase inh	HP1b chromo inh	POLI inh	Pin1 inh	JMJD2A Tudor inh	G9a block	GLS inh	PGK inhibitor
Cc1cc2nc(C3CCN(Cc4nnnn4Cc4ccccc4)CC3)[nH]c2cc1C	-33%	-1%	43%[activator]	10%	0%	-26%	6%[0.501 µM]	0%	-3%[11.5 µM]
CCCOc1ccc(OCCOCCN2CCc3ccccc3C2)cc1	50µM*	-4%	?	18%	-2%	3.5µM*	10µM*	9%	-1%
CC(=O)Nc1ccc(S(=O)(=O)Nc2ccc(Cl)nn2)cc1	-6%	5%	21%	22%	-8%	-8%	-4%[59 µM]	3%	-4%
CCCCC1CCC(C(=O)NCc2ccc3c(c2)OCO3)CC1 (stereo not given)	12%	-4%	14%	29%	-3%	-9%	-9%	11%	0%
COC(=O)c1c(C(=O)NCc2ccccc2)ncn1CC(O)COc1ccccc1 (stereo not given)	-6%	0%	24%	7%	1%	-6%	-11%	16%	-2%
CN(C(=O)CSc1ncnc2scc(-c3ccccc3)c12)C1CCS(=O)(=O)C1 (stereo not given)	-3%	1%	?	105%[activator]	30%[activator]	9%	8%	0%	6%
C#CC[N+]1(CC#Cc2cccc3ccccc23)CCOCC1	-2%	75%[activator]	4%	80%[activator]	-5%	-14%[11.4 µM]	/	5%	0%
CC(C)CC(=O)Nc1ccccc1OCc1cc(=O)n2ccccc2n1	7%	-5%	16%[57 µM]	15%	3%	-4%	21%[59 µM]	6%	i
COc1ccc(C(c2nnnn2C2CCCC2)N2CCC(C)CC2)c(OC)c1 (stereo not given)	-1%	-5%	15%	10%	2%	-18%	?	18%	4%
COc1ccc(CNc2nc(-c3ccccc3)nc3ccccc23)cc1OC	5%	0%	-1%	35%[activator]	1%	-27%	7%	-6%	-9%
CCc1ccccc1NC(=O)Nc1c[nH]c(=O)[nH]c1=O	0%	-2%	0%	28%	-16%	-17%	-5%[59 µM]	19%	-4%
CCn1c(SCC(=O)Nc2ccc(C)cc2)nc2nc3c(cc2c1=O)COC(C)(C)C3	17%	-4%	44%[activator]	9%	-8%	2%	/	-5%	-6%
Cc1cccc(NC(=O)C2CCN(c3cnccn3)CC2)c1	-10%	-2%	0%	28%	-3%	-12%	-24%[59 µM]	-8%	4%
Cc1ccc(Cl)cc1N1CCN(C(=O)C2CCN(Cc3nc(-c4cccc(Cl)c4)oc3C)CC2)CC1	?	-10%	-14%	15%	7%	?	?	1%	4%
CC1CCC2(CC1)SCC(=O)N2c1ccccc1 (stereo not given)	5%	0%	15%	6%	-13%	-6%	14%[59 µM]	5%	-5%
O=C(Cc1ccc(-n2c(=O)[nH]c3ccccc3c2=O)cc1)N1CCN(c2cccc(Cl)c2)CC1	-35%	-4%	3%	32%[activator]	1%	-31%	-11%[12.7 µM]	-18%	-1%
CCN(C[C@H]1N[C@@](C)(C(=O)OC)[C@H]2C(=O)N(Cc3ccccc3)C(=O)[C@@H]12)S(=O)(=O)c1ccccc1	/	/	37%	-29%	-6%	3%	/	-4%	-3%
NS(=O)(=O)c1ccc(-n2nc(C(=O)O)cc2-c2ccc(Cl)cc2)cc1	-1%	-2%	5%	-19%	1%	1%	13%	-2%	1%
O=C(c1ccc(Br)o1)N1CCN=C1SCc1cccnc1	3%	-6%	53%[activator]	4%	-9%	-12%	-13%	1%	-2%
CC1=CC2=NC(=O)/C(=C/c3cccs3)C(=N)N2O1	-1%	-5%	12%	63%[activator]	7%	-13%	/	-5%	i
COCCOC(=O)c1c(C)n(C)c2ccc(OC(=O)c3ccco3)cc12	1%	0%	17%	-11%	-3%	-15%	11%	0%	i
Cc1ccc(C2c3c(oc4ccccc4c3=O)C(=O)N2c2nnc(C(C)C)s2)o1 (stereo not given)	2%	-1%	45%[activator]	-10%	6%	-15%	50µM*	0%	-2%
COc1ccc(CCNC(=O)c2cccc(NC3=NC4CS(=O)(=O)CC4S3)c2)c(OC)c1 (stereo not given)	-19%	-1%	59%[activator]	25%	-1%	2%	36%	-8%	i
COc1cc(-c2nc(-c3ccc4c(c3)[nH]c(=O)n4C)no2)cc(OC)c1OC	5%	1%	30%[57 µM]	-5%	-2%	-1%	16%[59 µM]	2%	-2%
Cc1c(C(=O)N(Cc2cccc(F)c2)C2CCS(=O)(=O)C2)oc2cc(Br)ccc12 (stereo not given)	-3%	-8%	3%	-11%	11%	-26%	-22%[59 µM]	-5%	i

Continued, starting with the last four of the part before.
SMILES	BAZ2B block	BLM helicase inh	HP1b chromo inh	POLI inh	Pin1 inh	JMJD2A Tudor inh	G9a block	GLS inh	PGK inhibitor
Cc1ccc(C2c3c(oc4ccccc4c3=O)C(=O)N2c2nnc(C(C)C)s2)o1 (stereo not given)	2%	-1%	45%[activator]	-10%	6%	-15%	50µM*	0%	-2%
COc1ccc(CCNC(=O)c2cccc(NC3=NC4CS(=O)(=O)CC4S3)c2)c(OC)c1 (stereo not given)	-19%	-1%	59%[activator]	25%	-1%	2%	36%	-8%	i
COc1cc(-c2nc(-c3ccc4c(c3)[nH]c(=O)n4C)no2)cc(OC)c1OC	5%	1%	30%[57 µM]	-5%	-2%	-1%	16%[59 µM]	2%	-2%
Cc1c(C(=O)N(Cc2cccc(F)c2)C2CCS(=O)(=O)C2)oc2cc(Br)ccc12 (stereo not given)	-3%	-8%	3%	-11%	11%	-26%	-22%[59 µM]	-5%	i
CSCCc1nc(SCC(=O)Nc2nnc(C)s2)[nH]c1C	-27%	5%	22%	19%	-6%	-17%	-39%[59 µM]	19%	-2%
CNC(=O)COC(=O)CCC(=O)c1cccs1	-3%	-3%	21%	-5%	1%	-7%	2%	8%	-2%
COc1cc(C=NNc2ccc(S(=O)(=O)Nc3ccccc3C(=O)O)cc2[N+](=O)[O-])ccc1O	/	/	?	?	/	25µM*	/	-10%	-12%
Cc1cc(N2CCCC2=O)cc(C)c1S(=O)(=O)NCCOc1ccccc1	-5%	0%	30%	37%[activator]	0%	-2%	3%[12.7 µM]	-6%	-3%
CN(CCc1ccccn1)C(=O)CCC1CCCN(C(=O)NC2CCCCC2)C1 (stereo not given)	4%	-1%	21%	?	-2%	-12%	10%	-1%	-9%
C=CCN1C(=O)C(O)(CC(=O)c2ccc(N)cc2)c2ccccc21 (stereo not given)	13%	0%	15%	-8%	-8%	-12%	?	-2%	i
Cc1ccc(NC(=S)NC(=O)c2c(-c3ccccc3Cl)noc2C)cc1	-20%[57.1 µM]	-13%	15%	-8%	-3%	-3%	5%	10%	4%
COC(=O)c1ccc(Oc2c(Cl)cccc2[N+](=O)[O-])cc1	?	-5%	?	-8%	-1%	?	-14%[59 µM]	-6%	i
O=C(O)c1cc(S(=O)(=O)N2CCN(S(=O)(=O)c3ccc4ccccc4c3)CC2)ccc1Br	/	/	18%	?	/	-29%	/	-15%	-14%
O=C(CSCc1ccc(Cl)cc1)N/N=C/c1ccc(Cl)cc1Cl	5%	-22%	20%	6%	10%	0%	0%[59 µM]	-16%	-5%
COc1ccc(-n2nc(C(=O)NCC(=O)NCc3ccco3)c3ccccc3c2=O)cc1	-2%	4%	-4%	14%	2%	-14%	-10%	0%	-7%
Cc1c(NC(=O)CN(C)CC(=O)Nc2ccc(F)c(F)c2F)c(=O)n(-c2ccccc2)n1C	/	/	46%[activator]	28%	0%	6%	/	-3%	1%
CN1CC2(C)OC(=O)C(Cl)=C2CC1c1ccccc1 (stereo not given)	9%	0%	49%[activator]	6%	19%	5%	4%[59 µM]	1%	-2%
COc1ccc(S(=O)(=O)NCc2ccccn2)cc1	0%	-4%	23%	-10%	-4%	-26%	-29%[59 µM]	-3%	i
O=C(OCCN1CCOCC1)C1(c2ccccc2)CCCCC1	/	1%	42%[activator]	5%[58.9 µM]	1%	-1%	-4%[59 µM]	-12%	-8%
Cc1ccc(C)c(N2C(=O)N(Cc3ccccc3C)c3ccccc3S2(=O)=O)c1	-13%	-6%	25%	?	5%	-18%	-8%[59 µM]	2%	9%
CCC(C)Nc1cc(C)nc2ncnn12 (stereo not given)	-15%	-1%	40%[activator]	25%	0%	4%	2%	-9%	-10%
Cc1nc2cc(NC(=O)NC(C)(C)C)ccc2n1C	4%	-12%	39%[activator]	17%	-4%	-3%	9%[0.501 µM]	5%	/
Cc1ccc(C(=O)COC(=O)C(C)N2C(=O)C3C4C=CC(C4)C3C2=O)cc1C (stereo not given)	-4%	-3%	30%	7%	2%	-7%	13%	0%	-7%
Cc1cccc2sc(NC(=O)CSCc3ccccc3)nc12	2%	-8%	72%[activator]	?	18%	8%	23%[12.7 µM]	-7%	0%
CCOC(=O)c1ccc(NS(=O)(=O)N2CCCCCC2)cc1	3%	-2%	52%	13%	-1%	4%	-23%[12.7 µM]	0%	1%
Cn1nccc1C(=O)N1CCN(c2ccccc2Cl)CC1	-14%	2%	20%	38%[activator]	-13%	-4%	19%	2%	-8%
O=C(CSc1ncccn1)Nc1ccc2[nH]c(=O)[nH]c2c1	9%	/	26%	40%[activator]	11%	-6%	14µM*	-2%	4%
Cc1ccc(C(=O)Nn2c(C)nc3ccccc3c2=O)cc1C	4%	1%	41%[activator]	17%	-3%	-15%	-3%	2%	-10%
CC1(C)N=C(/C=N/O)C=[N+]1[O-]	-8%	-2%	33%	23%	1%	-7%	-17%[12.7 µM]	18%	-3%
CCCC(=O)OC1CC(C)N(C(=O)c2ccccc2)c2ccc(C)cc21 (stereo not given)	9%	-8%	45%[activator]	-6%	0%	11%	6%[59 µM]	0%	-8%
O=C(CCNS(=O)(=O)c1c(Cl)cccc1Cl)OCC(=O)c1ccccc1	1%	-5%	30%	16%	-9%	-5%	?	-14%	-3%
